High-throughput results: PubChem, several laboratories
M4 PAM: human M4 muscarinic receptor positive allosteric modulators, primary screen, CHO-K1 cells, Fluo-8 calcium fluorescence; Muscarinic acetylcholine receptor M4 (Homo sapiens), P08173; CHO-K1 hM4/Gqi5, ACh EC20; 0% = ACh EC20, 100% = maximal ACh; activation, % at 3 µM; 360,000 tested, 0.4% active; AID 624126, 2012;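 active means activation above its plate's cutoff, the mean activation of sample wells plus 3 SD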; further: some results filed as inactive read as strong as hits
PHOSPHO1 inh: PubChem AID 1565. Phosphoethanolamine/phosphocholine phosphatase (Homo sapiens), Q8TCT1. inhibition, % at 13.3 µM. recombinant PHOSPHO1, absorbance phosphatase assay. 290,000 tested, 1.1% active; in the data active means inhibition above about 60%
Target sequence (Q8TCT1 whole entry, looked up): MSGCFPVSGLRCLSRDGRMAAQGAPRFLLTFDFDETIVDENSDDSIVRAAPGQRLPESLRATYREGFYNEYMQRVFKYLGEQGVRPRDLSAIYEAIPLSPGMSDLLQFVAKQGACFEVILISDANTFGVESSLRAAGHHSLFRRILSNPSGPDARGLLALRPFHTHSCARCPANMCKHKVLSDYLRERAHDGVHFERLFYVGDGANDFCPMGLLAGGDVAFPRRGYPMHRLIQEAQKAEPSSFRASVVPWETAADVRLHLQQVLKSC
MEKK3 PB1 HTS: modulators of MEKK3-MEK5 PB1 binding, primary screen, biochemical, wildtype MEKK3, multiplex bead flow cytometry, Alexa488-MEK5 | Mitogen-activated protein kinase kinase kinase 3 (Homo sapiens), Q99759 | bead-based flow cytometry, Alexa488-MEK5 binding to MEKK3; actives lie on both sides; 0 = blocked by unlabeled MEK5, 100 = vehicle | binding response (% of control), % at 10 µM | 290,000 tested, 1.4% active;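 active means binding response more than 3 SD above or below the average of its plate-row segment, actives on both sides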;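 further: Alexa488 bead fluorescence after subtracting the streptavidin-only scavenger bead signal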
Target sequence (Q99759 whole entry, looked up): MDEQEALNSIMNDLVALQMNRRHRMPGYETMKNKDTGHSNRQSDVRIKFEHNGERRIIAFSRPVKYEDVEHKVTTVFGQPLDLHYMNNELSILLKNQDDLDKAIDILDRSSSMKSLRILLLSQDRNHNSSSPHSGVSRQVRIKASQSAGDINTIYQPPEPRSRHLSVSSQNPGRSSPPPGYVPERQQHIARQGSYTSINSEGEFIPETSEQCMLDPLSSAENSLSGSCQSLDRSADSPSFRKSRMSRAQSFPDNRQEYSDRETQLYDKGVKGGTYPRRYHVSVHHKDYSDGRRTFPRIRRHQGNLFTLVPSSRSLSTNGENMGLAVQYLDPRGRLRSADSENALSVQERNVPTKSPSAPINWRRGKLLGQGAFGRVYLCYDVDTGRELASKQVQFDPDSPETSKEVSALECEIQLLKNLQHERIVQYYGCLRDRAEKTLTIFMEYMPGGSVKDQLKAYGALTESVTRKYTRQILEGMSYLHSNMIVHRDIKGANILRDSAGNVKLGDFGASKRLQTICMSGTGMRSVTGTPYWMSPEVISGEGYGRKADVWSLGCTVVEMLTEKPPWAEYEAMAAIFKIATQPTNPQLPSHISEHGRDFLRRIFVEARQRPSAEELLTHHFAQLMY
CRFBP-R2 block: antagonists of CRF-BP/CRF-R2 complex, primary screen, cell-based, HEK293, calcium dye fluorescence, uHTS. AID 588475, 2011. inhibition, % at 11.8 µM. 350,000 tested, 0.59% active. CRF-induced calcium fluorescence;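 active means inhibition of the ligand-induced calcium signal above about 50% at the single tested concentration, limit read from the data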
IDE act: human IDE activators in live cells, primary screen, fluorescence polarization, HEK cells, FAbeta-B substrate; 340,000 tested, 0.073% active; FAbeta-B cleavage; 0% vehicle, 100% cell-free pure enzyme wells; Insulin-degrading enzyme (Homo sapiens), P14735; activation, % at 5.96 µM;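 active means activation above the mean of all tested compounds plus 3 SD, set per screening campaign, cut at about 17% in these data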
IDE cell inh: human IDE inhibitors in live cells, primary screen, fluorescence polarization, HEK cells, FAbetaB substrate; AID 434962, 2010; Insulin-degrading enzyme (Homo sapiens), P14735; FAbetaB cleavage; 320,000 tested, 0.41% active; inhibition, % at 5.59 µM;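 active means percent inhibition above the average of all tested compounds plus 3 SD, set per screening campaign, cut at about 16% in these data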;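 further: IDE supplied by intact live HEK cells; FP after avidin binding of uncleaved biotin substrate so inhibition keeps polarization high; 0% = DMSO wells and 100% = 60 µM reference IDE inhibitor Ii1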
CRFR2-BP ag: agonists of CRF-BP/CRF-R2 complex, primary screen, cell-based, HEK293, calcium dye fluorescence, uHTS; activation, % at 13.2 µM; calcium dye fluorescence (FLIPR); percent of saturating CRF peptide response; CRF-binding protein / CRF receptor 2 complex (human); AID 588473, 2011; 350,000 tested, 0.46% active;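 active means activation of at least 50%, plus an integration ratio under a set limit after plate pattern correction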;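 further: plate controls were neutral control wells without compound for no effect and CRF at EC100 for full effect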
GalR3 antagonist: GalR3 antagonists in HEK293 cells, primary screen, cell-based, fluorescence readout. Galanin receptor type 3 (Homo sapiens), O60755. AID 651719, 2012. 360,000 tested, 0.44% active. inhibition, % at 3 µM. HEK293 GalR3-CNG cAMP membrane potential fluorescence; galR3 body fused to GalR1 C-terminus;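 active means inhibition above the screen-wide average plus 3 SD, cut at about 13% in these data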;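 further: forskolin and galanin both at EC90 stimulate the cells; cAMP rise reported by CNG channel membrane potential dye signal; 0% = forskolin plus galanin with DMSO and 100% = forskolin alone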
pCIP destab: p/CIP-EGFP fusion destabilizers, primary screen, fluorescence, F442A cells | Q05BA5 | 16 h | decrease of EGFP signal, % at 10 µM | 290,000 tested, 0.01% active;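 active means EGFP signal decrease of at least 30% at 10 µM or well 3 SD below plate mean, unless failing retest; inactive means the rest, including hits failing retest or dose response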; further: some compounds called inactive have numbers as strong as hits; many of its hits are not listed in these tables
* = called active by the depositor; x = not tested or not shown.

M4 PAM	PHOSPHO1 inh	MEKK3 PB1 HTS	CRFBP-R2 block	IDE act	IDE cell inh	CRFR2-BP ag	GalR3 antagonist	pCIP destab	mol
15	25	102	3	0	0	1.5	-5	-3	COc1cc(/C=N/NC(=O)Cn2cnc3c2c(=O)n(C)c(=O)n3C)ccc1O
23	4	101	1	5	8	-0.1	-10	5	Cc1cccc(/C=N/N2CCN(c3ccccc3)CC2)c1
5	6	x	1	2	1	0.7	4	4	COc1ccc(C2CC(=O)C(C=NCCN3CCOCC3)=C(O)C2)cc1 (centres undefined)
0	28	114	9	8	12	4.6	-6	-3	Cc1ccc(F)cc1NC(=O)C1CC(=O)N(CCc2ccccc2)C1 (centres undefined)
-6	42	94	12	3	1	0.5	-3	4	COC(=O)c1cccc(NC(=S)Nc2ccccc2Cl)c1
-8	-6	103	-9	2	-2	0.7	-6	1	COc1ccc(NC(=O)CCCn2nc(C)c3c(C)n(-c4ccccc4)nc3c2=O)cc1OC
21	x	x	-3	-7	-6	0.3	-5	x	C[C@H](CO)N1C[C@H](C)[C@@H](CN(C)S(C)(=O)=O)Oc2c(NC(=O)Cc3ccccc3)cccc2C1=O
2	-14	99	2	-2	-2	-1.5	4	-1	O=C(COC(=O)COc1ccccc1)NC1CCCc2ccccc21 (centres undefined)
4	-34	104	-5	1	2	-0.3	-1	-3	CC(C)CC(=O)Nc1ccc(C(=O)CN2CCC(C)CC2)cc1
3	-3	93	-12	1	2	1.8	0	-5	Cc1ccc(S(=O)(=O)N2CCN(c3ccc(S(=O)(=O)N4CCOCC4)cn3)CC2)cc1
15	-67	101	22	8	-3	0.2	x	-8	CCOc1cc2[nH]c(=S)n(CCCC(=O)NCc3ccco3)c(=O)c2cc1OCC
2	51	100	5	-2	4	-0.4	-4	-17	CCOC(=O)c1ccccc1OC(=O)CS(=O)c1ccccc1[N+](=O)[O-] (centres undefined)

The list continues.
M4 PAM	PHOSPHO1 inh	MEKK3 PB1 HTS	CRFBP-R2 block	IDE act	IDE cell inh	CRFR2-BP ag	GalR3 antagonist	pCIP destab	mol
-2	35	97	6	0	-8	-1.5	-8	-1	O=C(Nc1ccc(N2CCN(C(=O)c3ccccc3)CC2)cc1)c1ccc2c(c1)OCO2
2	29	103	6	2	-2	-0.9	-1	-8	O=C(NCCc1ccncc1)C(F)(F)F
5	x	x	5	0	1	-0.3	-2	x	CC1Nc2ncnc(N3CCOCC3)c2N(Cc2ccccc2)C1=O (centres undefined)
-1	27	107	-11	2	-6	0.4	-11	-6	O=C(Nc1ccc2ccccc2n1)Nc1ccccc1F
6	42	98	-15	0	3	-0.5	-10	-5	COc1cccc(NC(=O)Nc2cccn(Cc3ccccc3)c2=O)c1
-6	39	101	-16	4	2	-0.3	-8	-7	Cc1cccc(C)c1NC(=O)CS(=O)CC(=O)N1CCN(c2ccccc2)CC1 (centres undefined)
8	x	x	2	3	x	1.0	-9	x	O=C(NNC(=O)c1ccc(Br)o1)c1ccc(NS(=O)(=O)c2cccs2)cc1
6	25	102	-13	0	-2	-0.4	-7	-11	Nc1nonc1-n1nnc(C(=O)N/N=C/c2c[nH]c3ccccc23)c1-c1ccccc1
0	18	107	2	6	-1	-0.1	-3	-5	Cc1ccc(S(=O)(=O)NC(=O)CSc2nc3ccccc3s2)cc1
-5	x	x	7	-3	2	-1.1	-3	x	CC(=O)Nc1ccccc1C
6	26	x	12	4	-5	2.4	-3	-8	C=CCOc1cccc(/C=N/NC(=O)C(=O)NCc2ccco2)c1
1	x	x	-6	8	0	-0.1	-8	x	CN(C(=O)COC(=O)c1ccc(Cl)c(S(=O)(=O)N2CCCCCC2)c1)C1CCS(=O)(=O)C1 (centres undefined)

2 compounds drawn at random from those above, as already listed:
M4 PAM	PHOSPHO1 inh	MEKK3 PB1 HTS	CRFBP-R2 block	IDE act	IDE cell inh	CRFR2-BP ag	GalR3 antagonist	pCIP destab	mol
0	18	107	2	6	-1	-0.1	-3	-5	Cc1ccc(S(=O)(=O)NC(=O)CSc2nc3ccccc3s2)cc1
-6	39	101	-16	4	2	-0.3	-8	-7	Cc1cccc(C)c1NC(=O)CS(=O)CC(=O)N1CCN(c2ccccc2)CC1 (centres undefined)

Later entries.
M4 PAM	PHOSPHO1 inh	MEKK3 PB1 HTS	CRFBP-R2 block	IDE act	IDE cell inh	CRFR2-BP ag	GalR3 antagonist	pCIP destab	mol
3	12	101	1	5	4	-0.8	-1	-7	Cc1ccnn1CCC(=O)N1CCCC(Nc2ccc(F)c(F)c2)C1 (centres undefined)
-1	1	110	15	-4	10	-0.5	-4	-13	OCCn1c(-c2ccccc2)csc1=Nc1ccccc1
0	34	107	34	4	6	-0.1	-3	-5	Cc1ccc(Sc2c([N+](=O)[O-])c(=O)n(C)c3ccccc23)cc1
0	23	x	16	-1	0	-4.7	-1	2	CCn1c(/C=C2\C(=O)N(C)c3ccccc32)nc2ccccc2c1=O
6	2	113	-4	5	-1	-1.8	-10	7	CCNC(=S)NNC(=O)c1cc(C)nc2ccccc12
2	1	89	-5	-1	6	1.7	1	-3	COc1ccc(Cn2c(=O)n(Cc3ccco3)c(=N)c3c4c(sc32)COC(C)(C)C4)cc1
3	38	95	22	5	-2	0.1	-1	-18	NS(=O)(=O)c1ccc(N/N=C/c2cn(-c3ccccc3)nc2-c2cccs2)c([N+](=O)[O-])c1
2	-14	95	-39	-2	10	-0.6	-1	-9	CC(C)CN(C(=O)c1ccc(=O)n(C)n1)c1nc2ccccc2s1
-3	42	108	21	4	6	5.9	-6	-8	CN(C1CC(C)(C)NC(C)(C)C1)S(=O)(=O)CC12CCC(CC1=O)C2(C)C (centres undefined)
-3	-27	108	5	0	1	-4.4	-1	-12	COc1cc(C(=O)NCc2nnc(SCC(=O)N3CCOCC3)o2)cc(OC)c1OC
-1	-24	105	9	-6	-1	0.0	-4	-2	Cc1cccc(C(=O)NCC2CCN(C(=O)c3cccc(C)c3)CC2)c1
-3	24	103	3	7	-3	-0.9	-6	1	CCn1nc(C)c(CN2CCc3c([nH]c4ccccc34)C2C(C)(C)C)c1C (centres undefined)

Continued:
M4 PAM	PHOSPHO1 inh	MEKK3 PB1 HTS	CRFBP-R2 block	IDE act	IDE cell inh	CRFR2-BP ag	GalR3 antagonist	pCIP destab	mol
7	16	97	14	-4	3	-1.0	-5	-12	COCc1cc(=O)[nH]c(SCC(=O)Nc2ccccc2)n1
5	7	100	-2	5	5	3.3	-5	-13	COc1cc(C)c(S(=O)(=O)N2CCN(C)CC2)cc1C
8	30	97	-12	-3	1	4.3	-5	9	CCOc1ccc(-n2c(=S)sc3c(=O)n(-c4ccc(F)cc4)c(SCC(=O)O)nc32)cc1
3	88*	102	12	0	5	-1.8	-4	-2	CC[n+]1ccc(C[n+]2ccccc2)c2ccccc21
-3	13	101	-9	-2	-2	-0.6	-1	-2	Cc1ccc(C)c(OCC(=O)N2CCN(C(=O)c3ccco3)CC2)c1
-14	-7	98	16	-4	-3	-1.3	-12	-10	CCc1cccc(C)c1NC(=O)COC(=O)CNS(=O)(=O)/C=C/c1ccccc1
5	6	97	8	0	8	-2.3	-4	-10	Cc1c(NC(=O)c2cccnc2C(=O)O)cccc1C(=O)O
10	-6	104	-6	9	-11	-1.8	-3	-14	Cc1cc(C)nc(SCCS(=O)(=O)Cc2ccc(Cl)cc2)n1
-7	0	89	-26	1	2	7.6	4	4	COc1ccc(NC(=O)CCNS(=O)(=O)c2cccc3nsnc23)cc1OC
9	-133	103	0	2	4	1.2	-3	8	O=c1[nH]n(-c2ccc(Cl)cc2)c2ncccc12
10	8	92	-12	-1	-5	2.1	3	12	CCCC(=O)Nc1ccc(S(=O)(=O)N2CCCC2)cc1
10	x	x	-3	5	x	-0.8	0	x	O=C(Cc1ccc(NC(=O)C2CCCN(C(=O)C3CCCCC3)C2)cc1)Nc1ccc(C(=O)N2CCOCC2)cc1 (centres undefined)

Next part
M4 PAM	PHOSPHO1 inh	MEKK3 PB1 HTS	CRFBP-R2 block	IDE act	IDE cell inh	CRFR2-BP ag	GalR3 antagonist	pCIP destab	mol
-14	-130	95	33	-1	2	-6.0	4	-7	O=[N+]([O-])c1cc(Cl)cc(/C=N/NC(=S)Nc2ccc(S(=O)(=O)N3CCOCC3)cc2)c1O
8	-22	101	19	7	-2	0.1	x	3	Cc1[nH]nc2c1C1(CCOCC1)C(C#N)=C(N)O2
-7	24	105	-7	-4	2	-0.7	-1	-34	COc1ccc(CCNC(=O)CCc2nc3sc4c(c3c(=O)[nH]2)CCCC4)cc1
1	27	102	16	-5	-7	-1.6	-6	7	COCCn1cc(C(=S)N2CCOCC2)c2ccccc21
2	8	94	-27	7	3	0.9	-7	4	COc1cnc(-c2ccccn2)nc1Sc1ccccc1
11	4	95	-9	5	0	2.9	-3	-15	CC(C)CN1CCC(=O)N([C@H](CO)Cc2ccccc2)CC1
0	x	x	5	-4	-5	-2.5	-1	x	COC(=O)c1ccc(Oc2nc3ccccc3n3c(C)nnc23)cc1
-1	3	97	4	-2	4	0.6	-11	11	CCCN1C2CCCC1CC(NC(=O)NC13CC4CC(CC(C4)C1)C3)C2 (centres undefined)
7	16	93	7	5	2	0.8	0	-7	CC(=O)c1cccc(NC(=O)Oc2ccccc2)c1
-12	3	103	9	4	x	-0.8	-4	4	CC(C)Cn1c(SC(C)C(=O)Nc2ccc3c(c2)OCCO3)nc2ccccc2c1=O (centres undefined)
-6	x	x	-7	1	6	-0.3	-7	x	Cc1ccnc(NC(=O)c2ccc(Cl)c(S(=O)(=O)N3CCCCC3)c2)c1
-1	9	96	30	-2	15	1.1	-2	-11	COc1ccccc1CNC(=O)c1ccc(-c2ccccc2)cc1
14	35	99	-15	9	3	3.4	-5	-20	C/C=C/C(=O)N1CC2(CC(c3cccc(NC(=O)/C(C)=C/C)c3)=NO2)C[C@H]1C(N)=O (some centres undefined)
3	20	100	-13	3	-2	1.0	-1	-6	CCOC(=O)C1CCN(C(=O)COC(=O)CN(C)S(=O)(=O)c2ccc(NC(C)=O)cc2)CC1
0	32	102	-5	1	0	-1.0	-11	6	OC(CON=C1c2ccccc2-c2ccccc21)CN1CCNCC1 (centres undefined)
